GIRK2 act – activators of NPY4-receptor-primed GIRK2 channels, summary, cell-based, HEK293, thallium flux; G protein-activated inward rectifier potassium channel 2 (Homo sapiens), P48051; HEK293 GIRK2/NPY4 cells, thallium flux fluorescence; activation (% efficacy), % for hits at 37.5 µM; 34,000 tested, under 10 active; AID 1259324, 2017;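 active = primary screen hit, no activity in plain HEK293 cells, and in GIRK2-only cells above 5% efficacy rising with concentration; inactive = the rest, including fluorescent compounds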;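 note: efficacy is normalized control-subtracted fluorescence 15 s after thallium addition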
Target sequence (P48051 whole entry, looked up): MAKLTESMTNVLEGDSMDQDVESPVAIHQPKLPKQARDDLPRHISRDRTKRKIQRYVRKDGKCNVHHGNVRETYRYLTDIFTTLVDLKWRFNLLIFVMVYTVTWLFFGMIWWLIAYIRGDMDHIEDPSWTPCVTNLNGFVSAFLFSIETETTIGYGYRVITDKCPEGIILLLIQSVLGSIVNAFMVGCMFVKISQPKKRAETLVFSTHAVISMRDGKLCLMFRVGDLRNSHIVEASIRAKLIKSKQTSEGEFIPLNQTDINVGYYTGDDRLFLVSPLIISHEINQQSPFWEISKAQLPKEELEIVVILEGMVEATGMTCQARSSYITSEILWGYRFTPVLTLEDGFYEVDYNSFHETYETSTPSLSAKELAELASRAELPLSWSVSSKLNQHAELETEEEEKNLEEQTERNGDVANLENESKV
Calls only; i = inactive. Not all compounds are listed; count on the stated rates, not on these rows.

entry	SMILES	GIRK2 act
1	Cc1ccc(S(=O)(=O)NCCC(=O)N/N=c2\sc3ccccc3n2C)cc1	i
2	CSc1ccccc1CN1CCC(CNC(=O)c2cccc(C#N)c2)CC1	i
3	C#CCn1c(=NC(=O)CS(=O)(=O)Cc2ccccc2)sc2cc(S(N)(=O)=O)ccc21	i
4	COc1cccc(-c2nnc3ccc(OCCNS(=O)(=O)c4cccc(C)c4)nn23)c1	i
5	Cc1nn(C2CCS(=O)(=O)C2)c(C)c1CC(=O)Nc1ccccc1C(N)=O (configuration not stated)	i
6	O=C(NCc1ccc(F)cc1)C1CN(c2nc3c(C(F)(F)F)cccc3s2)C1	i
7	COc1cc(NS(=O)(=O)c2cccc(F)c2)ccc1N1CCCCC1=O	i
8	O=C(NCC1CCN(Cc2cccs2)CC1)c1cc(Cl)ccc1Cl	i
9	O=C(c1cc(-c2ccco2)on1)N1CCC(Cn2cccn2)CC1	i
10	COc1ccc(C(F)(F)F)cc1N	i
11	Cc1ccc(Nc2ccc(NC(=O)/C=C/c3ccccc3)cc2)nn1	i
12	COCCNC(=O)c1ccc(Oc2nccc(C)n2)cc1	i
13	CCOc1ccc(NC(=O)Nc2ccc(Nc3cc(-n4ccnc4)ncn3)cc2)cc1	i
14	COc1ccc(-c2ccc(=O)n(CCCC(=O)N3CCc4ccccc43)n2)cc1OC	i
15	COC(=O)c1ccc(NC(=O)C(=O)NCC2CCN(Cc3ccsc3)CC2)cc1	i
16	CN(C)C(=O)Cc1ccc(NC(=O)COc2ccc(Cl)cc2)cc1	i
17	CCOC(=O)CCC(=O)N1CCN(Cc2nc(-c3ccco3)cs2)CC1	i
18	CCOc1nn(CC)cc1-c1nnc(SCC(=O)Nc2ccc(C)c(Cl)c2)n1C	i
19	O=C(c1ccc(Br)o1)N1CCN(c2ccc(-c3cccnc3)nn2)CC1	i
20	O=C(NC1CCSC1=O)c1csc(-c2cnccn2)n1 (configuration not stated)	i
21	COCCN1CCC(NC(=O)C2(c3ccccc3)CCOCC2)CC1	i
22	COC(=O)C1CCN(C(=O)c2csc(NS(=O)(=O)c3ccccc3)n2)CC1	i
23	CC(C)(C)C(=O)Nn1cnc2c(cnn2-c2ccccc2)c1=O	i
24	Cc1ccc(N2C(=O)CCS2(=O)=O)cc1S(=O)(=O)N(Cc1ccccc1)C(C)C	i
25	COc1ccc(C(=O)Nc2cc(C)nn2-c2nc3c(cnn3-c3ccc(C)c(C)c3)c(=O)[nH]2)c(OC)c1	i
26	CCN(c1ccccc1)C1SC(=O)N(c2ccc(F)cc2)C1=O (configuration not stated)	i
27	COc1ccc(CCNC(=O)N2CCN(CCn3ccnc3)CC2)cc1	i
28	Cc1cc(C)n(CCN2CCN(C(=O)c3ccc(F)c(F)c3)CC2)n1	i
29	Cc1cc(C(=O)N(Cc2ccsc2)Cc2ccccn2)no1	i
30	Cc1cc(NC(=O)C(=O)NCC2CCN(C(C)C)CC2)c2ccccc2n1	i
31	CC(Oc1ccccc1F)C(=O)Nc1ccc(-c2cn3ccsc3n2)cc1 (configuration not stated)	i
32	CCc1nnc(-c2cccc(OCC(=O)N3CCCc4ccccc43)c2)o1	i
33	COCCNC(=O)NCC1CCN(Cc2ccccc2SC)CC1	i
34	O=C(Cn1cccn1)N1CC(c2nc(-c3ccco3)no2)C1	i
35	Cn1nnc2c(N3CCN(C(=O)Cc4cccs4)CC3)ncnc21	i
36	COc1cc(NC(=O)NC2CCCC(O)C2)cc(OC)c1OC (configuration not stated)	i
37	C=CCNC(=O)C(=O)NCCC1CCCCN1S(=O)(=O)c1ccc(F)cc1 (configuration not stated)	i
38	O=C(N1CCOCC1)N1CCN(S(=O)(=O)c2ccc(F)cc2)CC1	i
39	O=C(Nc1ccc(F)c([N+](=O)[O-])c1)c1ccc(=O)n(Cc2ccccc2Cl)c1	i
40	CCOc1ccc(NC(=O)Cn2nc(SC)c(-c3nc(-c4ccc(OC)cc4)no3)c2N)cc1	i
41	COc1ccc2nc(N3CC(C(N)=O)C3)sc2c1	i
42	COCCNC(=O)Cc1ccc(NC(=O)Cc2cccs2)cc1	i
43	CS(=O)(=O)N1CCCc2ccc(NC(=O)C(=O)NCc3ccc(Cl)cc3)cc21	i
44	CC(=O)Nc1cccc(NC(=O)c2ccc(N3CCCCS3(=O)=O)cc2)c1	i
45	CCOc1ccc2nc(N(Cc3cccnc3)C(=O)c3ccnn3CC)sc2c1	i
46	COc1ccccc1-c1ccc(N2CCC(C(=O)Nc3nccs3)CC2)nn1	i
47	Cc1ccc(Oc2ccc(N(C)C(=O)/C=C/c3ccccc3)cc2)nn1	i
48	CC(O)(CNC(=O)NCCCc1ccccc1)C1CC1 (configuration not stated)	i
49	CC(C)(C)n1ncc2c(=O)n(NC(=O)c3cccc(Br)c3)cnc21	i
50	O=C(Cn1nc(-c2ccco2)c2sc(N3CCCC3)nc2c1=O)Nc1cccc(Cl)c1	i
51	O=C(NCCN1CCN(c2ccccc2)CC1)C(=O)Nc1ccc(OC(F)(F)F)cc1	i
52	O=C(/C=C/c1cccs1)NCC1CCN(C(=O)/C=C/c2ccco2)CC1	i
53	COc1ccc(-c2cc3ccc4c(c3oc2=O)CN(Cc2ccco2)CO4)c(OC)c1	i
54	Cc1ccc(C)c(CSc2ccc(-c3ccc4c(c3)OCO4)nn2)c1	i
55	Cc1c(Cl)cccc1S(=O)(=O)NCC1CCN(Cc2ccsc2)CC1	i
56	O=C(NCC(O)Cc1ccccc1)c1cccc2ccccc12 (configuration not stated)	i
57	COc1ccc(-c2c(NC(=O)c3ccco3)n(-c3ccccc3)nc(C)c2=O)cc1	i
58	CCOC(=O)N1CCN(C(=O)Cn2cnc(-c3ccc(OC)cc3)cc2=O)CC1	i
59	S=c1nc(NCc2ccc(Cl)c(Cl)c2)c2ccccc2[nH]1	i
60	COc1coc(C(=O)N2CCN(c3ccccc3Cl)CC2)cc1=O	i

An excerpt of these results, field by field.
57. COc1ccc(-c2c(NC(=O)c3ccco3)n(-c3ccccc3)nc(C)c2=O)cc1
  GIRK2 act: i

58. CCOC(=O)N1CCN(C(=O)Cn2cnc(-c3ccc(OC)cc3)cc2=O)CC1
  GIRK2 act: i

59. S=c1nc(NCc2ccc(Cl)c(Cl)c2)c2ccccc2[nH]1
  GIRK2 act: i

60. COc1coc(C(=O)N2CCN(c3ccccc3Cl)CC2)cc1=O
  GIRK2 act: i

Further records
entry	SMILES	GIRK2 act
61	O=C(CSc1ccc(NC(=O)c2ccccc2F)nn1)NCc1ccc2c(c1)OCO2	i
62	COc1cccc(CNC(=O)CSc2nccnc2N2CCN(c3ccccc3)CC2)c1OC	i
63	Cc1ccccc1NC(=O)CSc1nnnn1-c1ccccc1F	i
64	Cc1ccnc(Nc2ccc(NCCNC(=O)Nc3ccc4c(c3)OCCO4)nn2)c1	i
65	Cc1ccc(S(=O)(=O)N2CC(C)C(=O)Nc3ccccc32)cc1 (configuration not stated)	i
66	COc1ccc(S(=O)(=O)Nc2nc(C(=O)Nc3ccc(C(C)C)cc3)cs2)cc1	i
67	COc1ccc(NC(=O)Cc2csc(NC(=O)c3ccc[nH]c3=O)n2)cc1Cl	i
68	O=C(Nc1ncc(Cc2ccccc2)s1)C1CCCCC1	i
69	CCOC(=O)N1CCc2nc(NC(C)=O)sc2C1	i
70	COc1cc(C2c3cccn3CCN2S(=O)(=O)c2ccc(F)cc2)cc(OC)c1OC (configuration not stated)	i
71	CCNC(=O)Cc1cc(=O)oc2cc(C)ccc12	i
72	COc1ccc(Cc2nnc(SCC(=O)Nc3ccc(OC)cc3)n2N)cc1	i
73	CC(C)(C)NC(=O)N1CCC(CNC(=O)c2ccc3nsnc3c2)CC1	i
74	CCC(=O)N1CCCc2ccc(NC(=O)Nc3ccc(OC)cc3)cc21	i
75	CCS(=O)(=O)Nc1ccc(N2CCCCC2=O)c(OC)c1	i
76	Cc1ccc(-c2cc(=O)n(CC(=O)Nc3ncccc3C)cn2)cc1	i
77	Cc1cc(NC(=O)/C=C/c2ccccc2)on1	i
78	Cc1n[nH]c(C)c1S(=O)(=O)N1CCN(Cc2nc(-c3ccc(F)cc3)cs2)CC1	i
79	O=C(CSC1CCCC1)NCCn1nc(-c2ccc(Cl)cc2)ccc1=O	i
80	CCN(CC)CC(O)COC1CC2CCC1(C)C2(C)C (configuration not stated)	i
81	O=c1ccc(-c2ccco2)nn1CCCNS(=O)(=O)/C=C/c1ccccc1	i
82	COc1ccc(C2(CNC(=O)C(=O)NCc3cccs3)CCCC2)cc1	i
83	COc1ccc(OC)c(-c2ccc(=O)n(Cc3cccc4ccccc34)n2)c1	i
84	COCCNC(=O)Cc1csc(Nc2cc(OC)ccc2OC)n1	i
85	CCOc1ccc(NC(=O)N2CCN(c3ccc4nncn4n3)CC2)cc1	i
86	CCSc1nnc(NC(=O)CCc2csc(NC(=O)c3cccs3)n2)s1	i
87	O=S(=O)(NCC1CCN(Cc2ccco2)CC1)c1cccc(F)c1	i
88	O=c1c2sccc2n(Cc2nc(-c3ccc(F)cc3)no2)c(=O)n1Cc1ccc(F)cc1	i
89	Cc1ccc(NC(=O)C(=O)NCc2ccc3c(c2)OCO3)cc1N1CCCC1=O	i
90	Cc1nc2ncc(C(=O)O)c(=O)n2[nH]1	i
91	CC(C)(C)c1nnc(N2CCCCC2)[nH]c1=O	i
92	COc1ccccc1NC(=O)Cn1cnc2c(nnn2C)c1=O	i
93	COC(=O)c1ccccc1NC(=O)CS(=O)(=O)c1cccs1	i
94	O=C(Cc1ccc([N+](=O)[O-])cc1)Nn1cnc2c(cnn2-c2ccccc2)c1=O	i
95	CCOC(=O)c1cn[nH]c1S(=O)(=O)NCc1ccccn1	i
96	O=C(Cn1nc(-c2cccs2)ccc1=O)Nc1nc(-c2cccnc2)cs1	i
97	Cc1ccc(S(=O)(=O)NCCC(O)C(C)(C)C)cc1Cl (configuration not stated)	i
98	CN(C1CCCC1)S(=O)(=O)c1ccc(C(=O)Nc2nc3ccc(S(N)(=O)=O)cc3s2)cc1	i
99	CCOc1ccc(Br)cc1S(=O)(=O)NCc1cccs1	i
100	O=C(c1c(F)cccc1F)N(CCc1cccs1)Cc1cccnc1	i
101	Cc1cc(NC(=O)c2ccc(S(=O)(=O)N(CC(C)C)CC(C)C)cc2)n(C)n1	i
102	CS(=O)(=O)N1CCC(CNC(=O)CCS(=O)(=O)c2ccccc2)CC1	i
103	O=C(NCCC(O)c1ccccc1)c1ccccc1Cl (configuration not stated)	i
104	CN(C)C(CNC(=O)C(=O)Nc1ccc(C(N)=O)cc1)c1cccs1 (configuration not stated)	i
105	O=C(CN1CC(c2nc(-c3cccc(C(F)(F)F)c3)no2)C1)NCc1ccco1	i
106	CCCc1cc(N2CCN(CC)CC2)n2nc(C)c(-c3ccccc3)c2n1	i
107	CC(C)CCn1c(Sc2nc3ccccc3o2)nc2c1c(=O)[nH]c(=O)n2C	i
108	COCc1cc(=O)[nH]c2cc(NC(=O)/C=C\c3ccc4c(c3)OCO4)ccc12	i
109	COC(=O)c1ccc2c(=O)n(CC3CCN(Cc4ccccc4F)CC3)c(=S)[nH]c2c1	i
110	CCCNC(=O)COc1coc(CN2CCN(c3ccccc3F)CC2)cc1=O	i
111	O=C(NCc1ccccc1)C(=O)NCC1CCN(Cc2ccccc2)CC1	i
112	COc1ccc(Cl)cc1C(=O)Nn1cnc2c(cnn2-c2ccccc2)c1=O	i
113	COc1ccc(F)cc1S(=O)(=O)N1CCN(CCn2ccnc2)CC1	i
114	CCOc1ccc(S(=O)(=O)NCC2CCN(S(=O)(=O)C3CC3)CC2)cc1F	i
115	CCc1ccc(C(=O)NCC2CCN(Cc3cccs3)CC2)cc1	i
116	CCC(C)NC(=O)c1snc(C(=O)NC(C)C)c1N (configuration not stated)	i
117	CCc1nc(-n2cccc2)sc1C(=O)NCc1ccc(SC)cc1	i
118	Cn1nnc2c(SCC(=O)c3ccc(Cl)cc3)ncnc21	i
119	O=C(CCc1ccccc1)Nc1ccc(CC(=O)NC2CC2)cc1	i
120	O=C(NCCNc1ccc(Nc2ccncc2)nn1)C1CCCC1	i

New compounds follow:
entry	SMILES	GIRK2 act
121	O=C(Nc1ccccc1Oc1ccccc1)c1ccno1	i
122	Cc1nc(-n2cccc2)sc1C(=O)NCc1ccc(C(C)C)cc1	i
123	CCCNC(=O)Cn1cc(OC)c(=O)cc1CSc1nc(C)cc(C)n1	i
124	O=C(CN1CCC(c2cccs2)CC1)N1CCCC1	i
125	O=C(Cn1nc(-c2ccc3c(c2)OCO3)ccc1=O)NCc1cccs1	i
126	O=C(NCC1CCN(C2CCCC2)CC1)C(=O)Nc1ccc(F)c(Cl)c1	i
127	Cc1cc(=O)[nH]c(SCC(=O)N2CCCc3ccccc32)n1	i
128	O=C(NCc1cccs1)C(=O)N1CCC(Cc2ccccc2)CC1	i
129	COc1ccc(OC)c(S(=O)(=O)Nc2ccc(N3CCCCC3=O)c(C)c2)c1	i
130	O=C(Cc1cccs1)N1CCN(c2ncnc3c2nnn3Cc2ccccc2)CC1	i
131	CCCc1cc(N2CCN(CCO)CC2)n2nc(C)c(-c3ccccc3)c2n1	i
132	CS(=O)(=O)N1CCN(CCNC(=O)Cn2c(=O)oc3ccccc32)CC1	i
133	Cc1ccc(NCCNC(=O)c2ccc(S(=O)(=O)N(C)C)cc2)nn1	i
134	COc1ccc(S(=O)(=O)NCC2(c3cccs3)CCCC2)cc1C	i
135	Cc1c(NC(=O)CCN2C(=O)c3ccccc3S2(=O)=O)c(=O)n(-c2ccccc2)n1C	i
136	CC(C)(CO)NC(=O)Cc1ccc(NS(=O)(=O)c2ccccc2Br)cc1	i
137	Cc1ccc(Cl)cc1N1CCN(C(=O)c2snc(C(=O)N3CCCC3)c2N)CC1	i
138	CN1CCN(n2c3c(c(SCc4ccc([N+](=O)[O-])cc4)nc2=O)CCC3)CC1	i
